# Anesthetic bind = candidate novel general anesthetic via apoferritin binding | apoferritin/1-aminoanthracene competitive binding, fluorescence | Potency, µM (doses to about 77.5 µM), for the others: top-dose activity change, negative = displacement, usual class: inhibitors | 350,000 compounds, 0.074% hits | AID 485281; note: potency is the fitted concentration of half-maximal effect; % is set by controls: 0 for no effect and ±100 for the full control effect; nearly all actives have a fitted effect of over 20% in size
# Target sequence (P02791 2-175 limits assumed): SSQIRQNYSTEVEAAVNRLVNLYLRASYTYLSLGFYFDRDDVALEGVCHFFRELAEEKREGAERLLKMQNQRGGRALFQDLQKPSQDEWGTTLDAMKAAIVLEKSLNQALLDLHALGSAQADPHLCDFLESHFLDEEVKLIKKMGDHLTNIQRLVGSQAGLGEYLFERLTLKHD
#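 Probe: 1-aminoanthracene (50% saturated, PBS). Protein: horse-spleen apoferritin, 10 uM. Incubation: 10 min, room temperature. Detection: 380 nm excitation, 535 nm emission. Analysis: normalized response, four-parameter Hill.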
# POLB inh = blocks human DNA polymerase beta activity. 340,000 compounds, 1.3% hits. P06746. AID 485314. Potency, µM (titrated, usually from 114 µM), inactives show at the highest dose activity change, negative = inhibition, most hits filed as inhibitors. Pol beta primer extension/strand displacement, fluorescence kinetic; note: potency is the fitted concentration of half-maximal effect; % is set by controls: 0 for no effect and ±100 for the full control effect
#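 Enzyme-only controls used 10 nM Pol beta; buffer lacking enzyme served as negative control. Compound preincubated 15 min, then 50 nM substrate added; 0 and 10 min reads at room temperature.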
# Pol kappa inh = DNA polymerase kappa (human) inhibition; 400,000 compounds, 0.53% hits; AID 588579; Potency, µM (doses to about 107 µM), inactives show at the top dose activity, negative = inhibition, actives largely listed as inhibitors; Q9UBT6; purified Pol kappa, fluorescent DNA synthesis assay, 10 min; note: potency is the fitted concentration of half-maximal effect; % is set by controls: 0 for no effect and ±100 for the full control effect
#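 Kinetic fluorescence screen: compound preincubated 15 min RT with 10 nM enzyme; 50 nM substrate (final) initiates; reads at 0/10 min.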
# Tb PGK inh = T. brucei PGK inhibition; P07378; 380,000 compounds, 0.043% hits; PGK/GAPDH coupled, Kinase-Glo luminescence, 60 min; Potency, µM (top dose mostly 57.5 µM), without a hit: at the top dose activity change, negative = inhibition, hits mostly inhibitors; note: potency is the fitted concentration of half-maximal effect; % is set by controls: 0 for no effect and ±100 for the full control effect; nearly all actives have a fitted effect of over 60% in size
# Target sequence (P07378 whole entry, looked up): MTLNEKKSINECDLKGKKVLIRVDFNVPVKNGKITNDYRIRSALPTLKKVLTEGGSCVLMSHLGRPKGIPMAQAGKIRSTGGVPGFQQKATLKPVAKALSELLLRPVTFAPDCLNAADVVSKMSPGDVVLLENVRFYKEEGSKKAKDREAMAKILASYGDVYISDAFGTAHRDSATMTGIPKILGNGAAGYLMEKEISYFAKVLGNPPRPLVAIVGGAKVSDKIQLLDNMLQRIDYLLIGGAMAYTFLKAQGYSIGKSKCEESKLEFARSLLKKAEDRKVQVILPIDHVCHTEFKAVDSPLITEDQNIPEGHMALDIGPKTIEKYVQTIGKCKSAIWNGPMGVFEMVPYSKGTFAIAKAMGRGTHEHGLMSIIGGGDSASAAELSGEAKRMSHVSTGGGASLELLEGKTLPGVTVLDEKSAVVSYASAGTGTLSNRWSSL
#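 Luminescent ATP detection (Kinase-Glo Plus) follows a 60-minute room-temperature incubation, with wells lacking PGK as controls. Buffer: 100 mM TEA (pH 7.6), 5 mM MgCl2, 0.01% Tween-20. Coupling enzyme GAPDH (100 nM final) supplies unstable 1,3-BPG in-well.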
# Pol eta inh = inhibitors of human DNA polymerase eta. Potency, µM (highest dose often 114 µM), inactives show at the top dose activity change, negative = inhibition, actives largely listed as inhibitors. 390,000 compounds, 1.2% hits. Q9Y253. AID 588591. recombinant Pol eta, fluorescent DNA replication assay; note: potency is the fitted concentration of half-maximal effect; % is set by controls: 0 for no effect and ±100 for the full control effect
#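 Fluorescent replication assay: 50 nM final substrate added after a 15 min room-temperature compound preincubation with 10 nM enzyme. Signal taken at 0 min and again at 10 min.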
# APEX1 inh = inhibitors of human APE1 endonuclease | recombinant APE1, TAMRA/BHQ-2 abasic DNA cleavage fluorescence | Potency, µM (top dose mostly 65.8 µM), without a hit: at the highest dose activity change, negative = inhibition, hits mostly inhibitors | 350,000 compounds, 0.35% hits | AID 2517;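 note: potency is the fitted concentration of half-maximal effect; plate controls were vehicle for no effect and reference inhibitor for full effect; nearly all actives have a fitted effect of over 55% in size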
# Target sequence (P27695 whole entry, looked up): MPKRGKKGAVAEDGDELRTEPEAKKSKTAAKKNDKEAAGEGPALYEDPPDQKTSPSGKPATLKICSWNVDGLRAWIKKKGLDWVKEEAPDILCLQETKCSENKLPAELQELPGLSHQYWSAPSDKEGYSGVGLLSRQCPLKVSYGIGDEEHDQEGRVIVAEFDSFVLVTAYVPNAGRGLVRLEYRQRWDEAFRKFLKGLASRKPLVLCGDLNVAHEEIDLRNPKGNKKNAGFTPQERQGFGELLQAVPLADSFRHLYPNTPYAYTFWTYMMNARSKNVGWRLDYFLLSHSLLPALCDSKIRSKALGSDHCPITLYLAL
#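 APE1 at 0.75 nM preincubated 15 min at room temperature with compound. Reaction then started with 50 nM double-stranded THF-abasic substrate labelled with TAMRA/BHQ-2, and 525/598 nm fluorescence read kinetically. Activity taken as third-minus-first read difference, normalized to DMSO and NSC13755 controls.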
# POLI inh = inhibitors of human DNA polymerase iota; Q9UNA4; Pol iota fluorescent replication assay, 10 min; Potency, µM (highest dose often 115 µM), without a hit: at the highest dose activity, negative = inhibition, most hits filed as inhibitors; 390,000 compounds, 1% hits; note: potency is the fitted concentration of half-maximal effect
#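 Fluorescent replication assay read twice, at 0 min and 10 min after adding 50 nM (final) substrate. Enzyme (10 nM) and compounds were first incubated 15 min at room temperature; enzyme-free buffer wells were negative controls.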
# RXFP1 antag = RXFP1 (human) relaxin receptor antagonism | HEK293-RXFP1, relaxin-stimulated cAMP HTRF, 30 min; hits give low values | AID 1259400 | 350,000 compounds, 0.59% hits | activity change, negative = inhibition, % at 57.5 µM | Q9HBX9;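 active = activity change of -60% or lower, but not beyond a set lower limit; inconclusive = change between -60% and -40%, or beyond the set limit; inactive = change above -40%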; note: % is set by controls: 0 for no effect and ±100 for the full control effect
# BLM inh = blocks DNA unwinding by human BLM helicase; P54132; recombinant BLM DNA unwinding, fluorescence dequenching; Potency, µM (titrated, usually from 56.1 µM), for the others: top-dose activity change, negative = inhibition, usual class: inhibitors; 350,000 compounds, 0.2% hits;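 note: potency is the fitted concentration of half-maximal effect; plate controls were vehicle for no effect and no enzyme for full effect; nearly all actives have a fitted effect of over 35% in size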
# Starred values were filed as active, the others as inactive; i = inactive; ? = inconclusive; . = no result given; & = joins results of further samples; [ ] = remark or other dose. Unless noted, calls come from the whole dose curve; as a rule, active = well fitted curve in the direction sought with a large enough effect; inconclusive = small, poorly fitted or top-dose-only effect, or another doubt; inactive = no such curve, though single readings can be large; an effect the other way counts as inactive or inconclusive. An excerpt; count on the stated rates, not on these rows.
SMILES | Pol kappa inh | Anesthetic bind | POLI inh | Tb PGK inh | POLB inh | RXFP1 antag | Pol eta inh | BLM inh | APEX1 inh
O=C(O)[C@H]1CCCN1C(=O)c1ccccc1N1C(=O)[C@@H]2Cc3c([nH]c4ccccc34)C(c3cccc(Cl)c3)N2C1=O (stereo not given in full) | -1% | -3% | 47% | -4% | 37% | . | -2% | -2% | 8%
CCOc1ccc(NC(=O)Cn2c(C)cc3ccccc3c2=O)cc1 | 3% | 0% | 17% | 2% | 22% | 0 | -12% | -4% | .
CCOC(=O)N1CCN(C(=S)Nc2ccc(C)cc2)CC1 | -7% | -4% | 11% | -11% | -6% | 20 | -13% | 2% | -4%
CC(C)OC(=O)c1ccc(N2CCN(c3ccc(F)cc3)CC2)nc1 | 2% | 1% | 4% | . | 36% | 2 | -23% | -7% | -2%
COCCNc1ccc(-c2nc(-c3ccco3)no2)cc1[N+](=O)[O-] | -28% | -2% | -23% | -11% | ? | . | -15% | -4% | .
COCCCNCCOCCOc1ccccc1-c1ccccc1 | 0% | -4% | 25% | -2% | 37% | . | -14% | -10% | -4%
Cn1c(=O)[nH]c(=O)c2c1nc(CN1CCN(c3ccccc3F)CC1)n2CC(N)=O | -3% | 8% | -5% | -2% | 41% | . | -11% | 4% | -1%
O=C(CCN1CCN(c2ccccc2)CC1)Nc1ccccc1 | 11% | -5% | 21% | -3% | -2% | -1 | -5% | 3% | 23%
CCCc1nc2nc(C)c(NS(=O)(=O)c3ccc([N+](=O)[O-])cc3)c(=O)n2[nH]1 | -15% | -4% | -26% | 5% | 12% | -13 | -4% | -4% | 5%
CN(C)S(=O)(=O)c1cccc(C(=O)Nc2cc3c(cc2C(=O)O)OCCCO3)c1 | 7% | -10% | -24% | -14% | -2% | -2 | -13% | -3% | -2%
COc1ccc(C2(C)NC(=O)N(CC(=O)Nc3ccc(C)cc3Br)C2=O)cc1OC (stereo not given) | -14% | 6% | ? | -2% | 31% | -6 | -20% | -2% | -14%
CCNC(=S)SCCOc1ccccc1C | -17% | ? | 15% | -1% | -13% | 4 | -17% | -7% | 6%
Cc1cc(NC(=O)C(=O)NCCN2CCN(C(=O)c3cccs3)CC2)ccc1Br | 5% | -7% | 0% | i | -2% | -4 | -13% | 2% | -11%
Cc1oc(-c2ccc(C(=O)NCCC(C)C)cc2)nc1CS(=O)(=O)c1ccccc1 | -5% | -6% | 17% | -3% | ? | -10 | -14% | -5% | .
CC1(C)O[C@@H]2[C@H](O1)[C@@H](COS(=O)(=O)O)O[C@H]2n1c(=S)[nH]c2c(=O)[nH]c(N)nc21 | -6% | . | -18% | i | . | . | -13% | . | -19%
COc1ccc(-c2nc(N)ncc2-c2csc(C)n2)c(O)c1 | -11% | -12% | -19% | -2%[11.5 µM] | -14% | 15 | -17% | -2% | 20%
COc1ccccc1CN(C)C(=O)c1cccc(S(=O)(=O)N2CCc3ccccc3C2)c1 | -11% | . | 12% | -3% | . | 4 | -18% | . | 10%
COc1ccc(S(=O)(=O)N(Cc2nc(-c3ccc(C)cc3)no2)C2CCCCC2)cc1 | 10% | 93%[activator] | 40% | i | 0% | -1 | -25% | -6% | .
O=S1(=O)CC(O)C(NCc2ccco2)C1 (stereo not given) | -6% | -9% | 3% | 4% | ? | 4 | -5% | -3% | 1%
COc1cc(C(=O)NNC2=NC(C)(C)Cc3cc(C)c(C)cc32)cc(OC)c1OC | -11% | -4% | 40%[activator] | -4% | 26% | -5 | -21% | -2% | 1%
O=C1c2ccccc2C(Nc2ccc(S(=O)(=O)N3CCCCCC3)cc2)N1c1ccccn1 (stereo not given) | 4% | -12% | 12% | -2% | 2% | 12 | -12% | -3% | -6%
CO/N=C/c1c(C(=O)OC)nn(-c2ccccc2)c1Cl | -5% | -11% | 1% | 1% | -6% | 1 | -11% | 2% | -4%
CCOc1ccc(N(CC)S(=O)(=O)N2CCCC(C(=O)Nc3ccc(C(C)=O)cc3)C2)cc1 (stereo not given) | 5% | ? | 45%[activator] | i | 5% | -10 | -23% | -10% | .
CN(/N=C/c1ccc2c(c1)OCO2)c1ccccc1 | -9% | 57%[activator] | 6% | 10% | -15% | -24 | -16% | -4% | 2%
COc1cc(/C=N/Nc2ccc(Cl)c(C(=O)O)c2)ccc1OC(=O)c1cccs1 | -12% | -13% | 80%[activator] | -4% | ? | -30 | 79µM* | -3% | -4%
CCOC(=O)C1CCCCN1C(=O)CCn1nnnc1CN1CCOCC1 (stereo not given) | -6% | -8% | 16% | -2% | 2% | -1 | -8% | -2% | -2%
CCOc1cccc(C(=O)NC(=S)Nc2cccc(C)c2)c1 | -8% | 1% | 3% | 0% | -1% | -6 | -8% | -6% | 2%
CCCCCCN(C(=O)CCCCCN1C(=O)NC(c2ccc(C(C)(C)C)cc2)C(C(=O)OCc2ccccc2)=C1C)C(C(=O)NCCCC)c1ccc(OCC(=O)OC)c(C(=O)OC)c1 (stereo not given) | . | -15%&2% | . | . | 22% | . | . | -11%&-10% | 9%&10%
O=C(NCc1csc(-c2cccs2)n1)Nc1ccc(F)cc1F | -9% | -6% | -23% | -1% | 2% | -8 | -6% | -11% | -3%
Cc1cc(Nc2c(C)cccc2C)n2nc(C)nc2n1 | -20% | -5% | 7% | i | -1% | . | -1% | -5% | 8%
Cc1ccc(OCC(O)C(C)NC(C)C)c2c1CCC2 (stereo not given) | 6%[19.4 µM] | . | ? | . | -6%[57.1 µM] | . | 0%[57.1 µM] | . | -5%&0%
CC1=NN(C(=O)c2nn(C)cc2Br)C(O)(C(F)(F)F)C1 (stereo not given) | -16% | -12% | 26% | 4% | 32% | 8 | -2% | 1% | 1%
C=CCOc1c(Br)cc(/C=C(\C#N)C(N)=O)cc1OC | -13% | -5% | ? | -1% | -1% | -2 | -8% | -9% | 26%
Cc1c(C(=O)N(Cc2cccc(Br)c2)C2CCS(=O)(=O)C2)oc2ccccc12 (stereo not given) | -5% | -14% | 10% | -2% | 9% | -31 | -4% | -7% | 8%
CCN1C(=O)/C(=C2\C=Cc3cc(C)ccc3N2CC)OC1=S | -4% | -3% | 2% | -3% | -10% | 2 | 0% | 4% | 1%
Cn1c(=O)cc(SCC(=O)NCCc2ccc(Cl)cc2)c2cc(Cl)ccc21 | -1% | -1% | -11% | -2% | 26% | . | 2% | -2% | .
CCc1ccc(N2CC(C(=O)Nc3nnc(CC)s3)CC2=O)cc1 (stereo not given) | 2% | ? | -4% | 0% | 13% | -8 | -4% | -2% | 8%
O=C(CCC(C(=O)O)N1C(=O)c2ccccc2C1=O)Nc1ccccc1 (stereo not given) | -12% | . | -6% | -5% | . | -4 | ? | . | .
O=[N+]([O-])c1ccccc1OCC(O)CN1CCN(CC(O)COc2ccccc2[N+](=O)[O-])CC1 (stereo not given) | -3% | -18% | 6% | 8% | 4% | -3 | 1% | 3% | 4%
CCCc1oc2c(c(=O)c1CC)C(=O)CC(C)(C)C2 | -1% | -4% | 3% | -10% | 2% | 7 | -18% | -2% | 4%
CN1CCN(C(=O)c2ccc(Cl)c(S(=O)(=O)N3CCCCCC3)c2)CC1 | -12% | -2% | 101%[activator] | 1% | -26% | -2 | 2% | -1% | 0%
COC(=O)c1cnc(SC)nc1C | -8% | -1% | 1% | -2% | -25% | 3 | -10% | -1% | -1%
Cc1c(NC(=O)c2cccc(NC(=O)Cc3c(F)cccc3Cl)c2)c(=O)n(-c2ccccc2)n1C | -12% | . | 1% | -2% | . | 3 | 3% | . | 11%
FC(F)(F)C1CC(c2cccs2)Nc2ncnn21 (stereo not given) | -6% | -13% | -13% | -9% | 4% | 10 | -20% | 0% | -1%
O=C1NC(=Nc2ccc(Cl)cc2)SC1Cc1cc(Cl)ccc1Cl (stereo not given) | -3% | -2% | -5% | -6% | 22% | -23 | -13% | -3% | -3%
O=C(CCN1C(=O)/C(=C/c2ccccc2Cl)SC1=S)Nc1ccccc1C(=O)O | -10% | 5% | ? | -3% | ? | -5 | 79µM* | -5% | -15%
CCOc1cc(C2C3=C(CC(C)(C)CC3=O)N(CCOC)C3=C2C(=O)CC(C)(C)C3)ccc1OC | 2% | 0% | 12% | 0% | 50% | 4 | -3% | 0% | 11%
CCC(C)NC(=O)CN(C)S(=O)(=O)c1ccc2c(c1)c(=O)n(C)c(=O)n2C (stereo not given) | 13% | -6% | 26% | i | -12% | . | -5% | 2% | 5%
CCOC(=O)C(=O)Nc1cc([N+](=O)[O-])ccc1C | -8% | 1% | 6% | 10% | -9% | 4 | -12% | -3% | 4%
COc1cccc(CC(NC(C)=O)C(=O)NC2CCN(S(=O)(=O)c3ccc(F)cc3)CC2)c1OC (stereo not given) | 6% | -3% | -11% | -7% | 16% | -9 | -9% | -4% | 6%
COc1cc(NC(=O)CCCNC(=O)Cn2cnc3sc(C)c(C)c3c2=O)cc(OC)c1OC | -12% | -10% | 69%[activator] | 2% | 3% | -4 | 9% | -1% | -1%
O=C(COc1ccc2c(-c3ccccc3)cc(=O)oc2c1)NCCN1CCOCC1 | -13% | -4% | 24% | -2% | 26% | 5 | -25% | 2% | 39%
O=C(COc1c(CO)cc(Br)cc1CO)NC1CCCc2ccccc21 (stereo not given) | -6% | -6% | 136%[activator] | -4% | 4% | -3 | -22% | 1% | -2%
Cc1c(NS(=O)(=O)c2ccc(NC(=O)CCC(=O)O)cc2)c(=O)n(-c2ccccc2)n1C | -7% | -2% | 11% | 0% | 9% | -4 | 4% | -2% | 39%
O=C(Cn1ncc2c3ccccc3n(Cc3ccc(Cl)cc3)c2c1=O)NCc1ccccn1 | -7% | -10% | 32%[activator] | 9% | 8% | 1 | -14% | -9% | .
Cc1cccc2c1cnn2C(=O)Nc1ccccc1Cl | -6% | -2% | 47%[activator] | -10% | -2% | -3 | -6% | -3% | -5%

# Assay outcomes: PubChem, National Center for Advancing Translational Sciences (NCATS)
